APP transl inh: inhibitors of APP translation via 5'UTR reporter, primary screen, APP 5'UTR luciferase, SH-SY5Y cells. SH-SY5Y APP 5'UTR-luciferase reporter, luminescence. inhibition, % at 2 µM. 0.82% of 190,000 active. AID 1285, 2008;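 active = inhibition above a set limit, derived from the sample mean plus 3 SD, cut at about 45% in these data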; also: values of inactives mirror those of a sister screen read the other way
RAM inhibit: inhibitors of the yeast RAM network, primary screen, dse1pr::URA3 reporter, 5-FOA selection; 1.8% of 190,000 active; inhibition, % at 50 µM; S. cerevisiae dse1pr::URA3 reporter, 5-FOA growth OD615, 2 d; analog-sensitive cbk1-as2 kinase mutant strain; AID 868, 2007;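 active = inhibition above a set limit, 3 SD over mean compound inhibition, cut at about 8.4% in these data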;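 also: 0% = DMSO-only wells with no growth and 100% = 10 µM 1-NA-PP1 full growth; inhibition rescues growth on 5-FOA so higher OD means more RAM inhibition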
FLuc inhib CS: firefly luciferase enzyme inhibitors, primary screen, artefact control for luciferase-based inhibitor screens, biochemical, luminescence, ATPLite; Luciferin 4-monooxygenase (Photinus pyralis), P08659; 10 min; inhibition, % at 10 µM; 1.5% of 200,000 active; AID 1006, 2008;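 active = inhibition above about 50% when tested at 10 µM, limit read from the data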
Target sequence (P08659 whole entry, looked up): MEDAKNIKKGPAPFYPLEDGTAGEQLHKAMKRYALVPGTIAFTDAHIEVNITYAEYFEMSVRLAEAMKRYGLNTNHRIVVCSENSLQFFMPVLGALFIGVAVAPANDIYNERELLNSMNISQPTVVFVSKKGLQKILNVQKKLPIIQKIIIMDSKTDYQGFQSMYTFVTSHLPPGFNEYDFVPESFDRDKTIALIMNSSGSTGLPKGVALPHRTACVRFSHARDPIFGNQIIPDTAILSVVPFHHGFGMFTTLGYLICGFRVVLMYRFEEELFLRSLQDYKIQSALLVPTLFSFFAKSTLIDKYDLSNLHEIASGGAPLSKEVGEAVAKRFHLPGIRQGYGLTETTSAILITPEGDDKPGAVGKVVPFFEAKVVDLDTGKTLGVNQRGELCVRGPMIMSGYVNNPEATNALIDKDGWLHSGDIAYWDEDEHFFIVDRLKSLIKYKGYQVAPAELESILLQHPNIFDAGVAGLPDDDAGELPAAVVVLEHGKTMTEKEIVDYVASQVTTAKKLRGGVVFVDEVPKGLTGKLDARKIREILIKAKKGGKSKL
FLuc stim CS: FLuc activators, initial screening, artefact control for FLuc-dependent activation tests, biochemical, ATPlite luminescence; activation factor at 10 µM; 200,000 tested, under 10 active; ATPlite luciferase biochemical, 10 min; 0 = ATP-free wells, 1 = DMSO control; AID 1027, 2008;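 active = luciferase activation factor, scaled between plate controls, of at least 2 with compound at 10 µM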
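Assay system: Luciferase/luciferin reagent mix; Medium: PBS as buffer for the ATP substrate; Dosing: test compounds dosed from 2 mM stocks in 100% DMSO; Times: 10 min, room temperature; Signal: luminescence from luciferase reaction; Read-out: luciferase activation; Controls: No-ATP low control, compound-free enzyme-plus-ATP high control.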
bIAP inh: bovine intestinal alkaline phosphatase inhibitors, primary screen, selectivity assay for TNAP inhibitor project, biochemical, bovine IAP, CDP-star luminescence. inhibition, % at 20 µM. 190,000 tested, under 10 active. AID 1019, 2008. purified bovine IAP, 30 min. alkaline phosphatase, intestinal [Bos taurus];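 active = over 50% inhibition of intestinal alkaline phosphatase at 20 µM in the single-dose screen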
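System: Purified bovine intestinal alkaline phosphatase (IAP) enzyme | Input: IAP diluted 1/65,000,000 in the well | Also added: CDP-star chemiluminescent phosphatase substrate, 30 µM final | Dosing: 20 µM single dose | Times: Enzyme reaction for 30 min at room temperature | Detection: Luminescence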
TNAP inh noacc: human TNAP enzyme inhibitors, primary screen, biochemical, luminescent, no phosphate acceptor, uHTS; Alkaline phosphatase, tissue-nonspecific isozyme (Homo sapiens), P05186; purified TNAP, CDP-star luminescence, 30 min; inhibition, % at 20 µM; 0.26% of 200,000 active;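 active = tissue-nonspecific alkaline phosphatase inhibition above about 50% at 20 µM in the single-dose screen, limit read from the data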;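 also: 0% = DMSO negative control and 100% = EDTA positive control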
Target sequence (P05186 whole entry, looked up): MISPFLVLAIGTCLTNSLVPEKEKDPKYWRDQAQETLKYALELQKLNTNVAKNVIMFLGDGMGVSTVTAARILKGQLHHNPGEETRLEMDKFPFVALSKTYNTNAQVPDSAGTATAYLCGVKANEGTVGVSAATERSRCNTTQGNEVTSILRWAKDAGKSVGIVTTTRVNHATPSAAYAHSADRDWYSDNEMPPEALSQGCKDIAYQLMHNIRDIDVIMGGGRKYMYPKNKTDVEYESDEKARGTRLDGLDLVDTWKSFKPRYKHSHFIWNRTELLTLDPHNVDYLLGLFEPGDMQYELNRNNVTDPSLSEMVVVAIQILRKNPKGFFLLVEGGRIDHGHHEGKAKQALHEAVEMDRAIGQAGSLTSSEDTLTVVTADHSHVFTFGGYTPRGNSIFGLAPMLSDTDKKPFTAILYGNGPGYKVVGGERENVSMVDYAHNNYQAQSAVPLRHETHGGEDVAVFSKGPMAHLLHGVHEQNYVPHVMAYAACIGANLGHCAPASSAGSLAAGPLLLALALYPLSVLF
L major viab: Leishmania major promastigote growth inhibition, primary screen | Leishmania major promastigotes, resazurin fluorescence viability | inhibition, % at 10 µM | 9% of 200,000 active | AID 1063, 2008; in the data active = inhibition above about 50%;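 also: promastigotes grown with compound for 44 hours at 28 °C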
TNAP act hiacc: TNAP activators at high phosphate acceptor level, primary screen, biochemical, luminescence, uHTS. Alkaline phosphatase, tissue-nonspecific isozyme (Homo sapiens), P05186. purified TNAP, CDP-star luminescence, 1 M DEA, 30 min; active compounds read high; 0 = EDTA background, 1 = DMSO-only activity. activation factor at 20 µM. 200,000 tested, under 10 active;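 active = activation factor at least 2 at 20 µM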
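system = human TNAP | amount = enzyme diluted 1/800 final | reagent = 100 µM CDP-star substrate | signal = luminescent substrate turnover signal | dosing = one dose, 20 µM | benchmarks = EDTA negative control, DMSO positive control | measure = activation factor | timing = 30 min reaction, room temperature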
TNAP inh hi DEA: human TNAP enzyme inhibitors, primary screen, biochemical, luminescent, high phosphate acceptor level, uHTS; Alkaline phosphatase, tissue-nonspecific isozyme (Homo sapiens), P05186; purified TNAP, CDP-star luminescence, 1 M DEA; inhibition, % at 20 µM; 0.03% of 200,000 active;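 active = over 50% inhibition of tissue-nonspecific alkaline phosphatase at 20 µM in the single-dose screen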;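 also: plate controls were DMSO wells for no effect and EDTA-quenched wells as full inhibition for full effect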
bIAP act: bovine intestinal alkaline phosphatase activators, primary screen, biochemical, bovine IAP, CDP-star luminescence; alkaline phosphatase, intestinal [Bos taurus]; purified bovine IAP, 30 min; active compounds read high; fold of DMSO-control signal, blank-subtracted; activation factor at 20 µM; 0.17% of 200,000 active; AID 1016, 2008;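 active = activation factor of 2 or more at 20 µM, a signal rise over negative controls twice the positive control's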
* = called active by the depositor. Outcome played no part in choosing rows; about 13% have a hit in one of these screens.

SMILES,FLuc inhib CS,TNAP inh noacc,bIAP inh,bIAP act,FLuc stim CS,TNAP inh hi DEA,RAM inhibit,TNAP act hiacc,APP transl inh,L major viab
O=C(CSc1nnc(C2COc3ccccc3O2)o1)N1CCCC1 (stereo not given),-10,-7,1,1,1.1,-6,-0.1,1.1,-20,-8
Cc1ccc(/C=N\NC(=O)c2ccc(Cn3cc(Br)c([N+](=O)[O-])n3)o2)o1,0,-6,1,1,1,-8,2.2,1.1,-4,1
O=C(c1ccc(CS(=O)(=O)c2ccc(Br)cc2)o1)N1CCN(c2ncccn2)CC1,-4,-12,3,1,1,-6,2.9,1.1,-9,-4
CCN1CCN(c2cc(C)c3cc(NC(=S)N4CC(C)CC(C)C4)ccc3n2)CC1 (stereo not given),-9,0,-4,1,1.1,-3,0.9,1,6,100*
COCCNC(=S)Nc1cc(OC)c(NC(=O)c2ccco2)cc1OC,1,3,-9,1.1,1,7,1.4,0.9,-2,0
COc1ccccc1-c1cc(C(F)(F)F)nc(N2CCOCC2)n1,-5,-5,7,0.9,1.1,0,1.8,1,-2,3
COc1ccc(CNC(=O)CN(Cc2ccc(Cl)cc2)S(C)(=O)=O)cc1,-3,-4,-4,1,1,-3,1.7,1,6,57*
COCCn1c(SCc2nc3ccccc3s2)nc2ccccc21,17,-14,-1,1,0.8,-10,0.4,1.1,-71,22
COC(=O)CSc1nnc(-c2ccoc2C)n1-c1ccc(C)cc1,-5,-11,9,0.9,1,-7,-0.8,1.1,-6,-4
CCC(=O)Nc1ccc(NC(=O)CN2CCCC(C)C2)c(Cl)c1 (stereo not given),-4,-1,-3,1,1,-8,0.9,1.1,-9,-5
COc1ccccc1CNC(=O)C(C)Sc1ccsc1[N+](=O)[O-] (stereo not given),-4,-12,-4,1,1,-5,4.2,1.1,-3,0
Cc1ccc(NC(=O)C(=O)NCCN2CCN(S(=O)(=O)c3ccccc3)CC2)cc1C,-10,-12,7,0.9,1.1,-6,-0.8,1.1,-1,-3
COc1ccccc1N=c1scc(-c2ccc3c(c2)NC(=O)CO3)n1CC1CCCO1 (stereo not given),-8,-8,-2,1,1.1,-2,-1.0,1,-2,6
Cc1cccc(NC(=O)c2sc(Cl)nc2C)c1C,-4,-1,20,0.8,1,-7,2.1,1.1,1,-2
CCC(C(=O)NC(C)(C)C)N(Cc1ccco1)C(=O)Cn1nnc(-c2ccc(F)cc2)n1 (stereo not given),-11,-12,4,1,1.1,-10,2.2,1.1,-15,-4

Shown with two lines to a compound: part of the list above.
Results follow in this order: FLuc inhib CS	TNAP inh noacc	bIAP inh	bIAP act	FLuc stim CS	TNAP inh hi DEA	RAM inhibit	TNAP act hiacc	APP transl inh	L major viab
- CCC(=O)Nc1ccc(NC(=O)CN2CCCC(C)C2)c(Cl)c1 (stereo not given)
    -4	-1	-3	1	1	-8	0.9	1.1	-9	-5
- COc1ccccc1CNC(=O)C(C)Sc1ccsc1[N+](=O)[O-] (stereo not given)
    -4	-12	-4	1	1	-5	4.2	1.1	-3	0

Other compounds follow:
SMILES,FLuc inhib CS,TNAP inh noacc,bIAP inh,bIAP act,FLuc stim CS,TNAP inh hi DEA,RAM inhibit,TNAP act hiacc,APP transl inh,L major viab
CN(CCO)C1=CC(=O)CC(C)(C)C1,-6,-11,43,0.6,1.1,-3,3.1,1,-8,-7
COCc1nnc(NC(=O)c2ccc(S(=O)(=O)N(C)c3ccccc3)cc2)o1,-7,-10,-4,1,1.1,0,-0.3,1,-18,3
O=C(Nc1cccc(F)c1)N1CCN(C/C=C/c2ccccc2)CC1,-9,-4,-5,1,1.1,-2,3.0,1,-1,68*
COCCCN1CN(Cc2ccccc2)CNC1=S,-1,-8,9,0.9,1,0,0.5,1,-6,-2
COC(=O)C1=C(C)NC(=O)NC1/C=C/c1ccccc1 (stereo not given),-8,-9,12,0.9,1.1,-3,1.6,1,12,12
CCOC(=O)c1c(-c2ccccc2)csc1NC(=S)NC(=O)c1ccccc1,-3,-4,31,0.7,1,2,3.6,1,-7,1
CC(=O)c1c(C(C)=O)c(C)n(NC(=O)c2ccc(Cl)cc2)c1C,-2,25,11,0.9,1,-6,0.0,1.1,-2,-6
CCCN1CC=C2C(C#N)=C(N)C(C#N)(C#N)C(c3cccc(OC)c3OC)C2C1 (stereo not given),-6,-27,1,1,1.1,8,0.7,0.9,-19,20
Clc1ccccc1OCCCCn1ccnc1,-2,0,16,0.8,1,-4,0.7,1,-24,100*
O=C(COC(=O)C12CC3CC(CC(C3)C1)C2)N1CCN(S(=O)(=O)c2ccccc2)CC1,-8,-4,18,0.8,1.1,-8,1.7,1.1,1,24
CCc1c(C)nc2cc(-c3cc(OC)cc(OC)c3)nn2c1N1CCCC1,-2,1,-1,1,1,5,-0.6,0.9,-12,26
CCOC(=O)C1CCN(C(=O)CCCOc2ccccc2)CC1,5,-6,7,0.9,1,-2,1.1,1,-63,-5
Cc1cc(C)nc(NNC2=CC(=[N+]3CCCCC3)CC(C)(C)C2)n1,-3,-12,8,0.9,1,-3,1.8,1,-21,-1
CCCCN(C)S(=O)(=O)c1ccc(C(=O)N(CCN(C)C)c2nc3ccc(C)cc3s2)cc1,-2,-10,12,0.9,1,-2,-1.8,1,-13,7
COc1cc(OC)cc(C(=O)N[C@H](C(=O)OCC(=O)NC(C)c2ccccc2)C(C)C)c1 (stereo not given in full),-3,6,-6,1.1,1,-6,-0.1,1.1,14,0
NNc1ccc2nnc(C(F)(F)C(F)(F)C(F)(F)F)n2n1,-5,-4,3,1,1.1,0,0.4,1,4,-7
O=C1OCCC1Sc1nnc(-c2ccc(O)cc2)o1 (stereo not given),14,-11,2,1,0.9,-3,0.9,1,17,-7
COc1ccc(CNC(=O)Cn2cnc3c(=O)n(C)c(=O)n(C)c32)cc1,-2,-8,3,1,1,-8,1.3,1.1,15,-6
C=CCc1c(C)nc(SCCC)[nH]c1=O,-12,2,0,1,1.1,-6,0.1,1.1,-22,-8
O=C(c1ccccc1)N1N=C(c2ccccc2)CC1c1ccc2nccnc2c1 (stereo not given),-6,-12,9,0.9,1.1,-2,-0.6,1,-2,-1
O=C(O)/C=C/C(=O)Nc1ccc(Oc2ccc(NC(=O)/C=C/C(=O)O)cc2)cc1,-4,-8,11,0.9,1,-5,1.3,1.1,-5,-7
O=c1c2ccccc2c(C=NCCCN2CCOCC2)c(O)n1Cc1ccccc1,-1,-2,-18,1.2,1,-1,0.5,1,-21,34
O=C(N/N=C/c1ccc([N+](=O)[O-])s1)c1ccccc1Br,-10,16,36,0.6,1.1,10,2.5,0.9,38,100*
Cc1cc(C)c(C#N)c(SCc2nnc(-c3ccccc3[N+](=O)[O-])o2)n1,6,-1,-34,1.3,0.9,0,11*,1,-213,1
O=C(O)CCN(CCC(=O)O)c1ccccc1,-7,-14,11,0.9,1.1,-6,-0.2,1.1,-8,-3
c1ccc(-c2cc3n(c2)CCc2ccccc2-3)cc1,4,-5,19,0.8,1,-4,0.9,1,-48,-2
Cc1cccc2c1CC(C)(C)N/C2=C\C(N)=O,-9,0,-8,1.1,1.1,-2,1.2,1,-2,5
COC(=O)CSc1nnc(-c2sc3cc(OC)ccc3c2Cl)n1C,1,-2,12,0.9,1,-5,7.1,1,-10,-1
O=C(CN1CCc2ccccc2C1)NC1CCCC1,0,-7,4,1,1,0,-0.1,1,-3,6
COc1ccc(CCNC(=O)Cn2nc([N+](=O)[O-])c(Br)c2C)cc1OC,-6,-21,9,0.9,1.1,3,0.6,1,-31,21
CC(C)c1ccc(-c2nc(N3CCCC3)nc3n[nH]c(N)c23)cc1,-7,-10,6,0.9,1.1,-5,3.1,1.1,19,-2
Cc1nnc(SCc2ccc3c(c2)OCO3)s1,6,-11,8,0.9,0.9,-3,1.2,1,-4,-5
O=C1c2ccccc2C(=O)N1CCCON1C(=O)c2ccccc2C1=O,-4,-8,7,0.9,1,-3,3.0,1,2,50*
O=C(COC(=O)[C@H](Cc1ccccc1)NC(=O)c1cccs1)NC1CCCCC1,-1,0,-1,1,1,0,0.5,1,1,1
CCOc1cccc(C(=O)NC(=S)Nc2cccc(NC(=O)c3ccccc3Cl)c2)c1,2,2,11,0.9,1,6,2.2,0.9,-7,7
Cc1ccc2c(c1)C(CCN)C(=O)N2Cc1ccccc1 (stereo not given),-4,-6,9,0.9,1,-1,-0.7,1,2,11
CCOC(=O)c1cc(CC)sc1NC(=O)CSc1nc2ccccc2c(=O)n1Cc1ccco1,-4,-21,14,0.9,1,-1,4.9,1,-2,-5
COc1cccc(-c2cnc(NCc3cc(Cl)ccc3O)n2C)c1,-6,-11,-117,2.2*,1.1,-10,0.5,1.1,-2,63*
Cc1cccc(C(=O)NC(NC(=S)Nc2ccc(S(N)(=O)=O)cc2)C(Cl)(Cl)Cl)c1 (stereo not given),1,35,2,1,1,2,0.0,1,-12,54*
Cc1ccc(Cl)cc1N1CCN(Cc2nc3c(c(=O)[nH]c(=O)n3C)n2CCc2ccccc2)CC1,-7,-5,4,1,1.1,-2,5.0,1,-8,15
COc1ccc(C2c3c(oc4ccccc4c3=O)C(=O)N2CC2CCCO2)cc1 (stereo not given),-1,-9,-11,1.1,1,-3,2.0,1,-14,4
O=C1C=C(NCCc2ccccc2)C2(CCCCC2)O1,-9,6,3,1,1.1,-2,1.0,1,6,-5
C=CCn1c(SCC(N)=O)nc(C)cc1=O,-5,-7,13,0.9,1.1,-3,-0.7,1,5,-3
COc1ccccc1NC(=S)N/N=C/c1ccc(O)cc1,5,-9,4,1,1,0,5.1,1,-124,-5
N#CC1=C(N)Oc2[nH]c(=S)[nH]c(=O)c2C12C(=O)Nc1ccccc12 (stereo not given),0,-6,-10,1.1,1,0,0.7,1,-6,-10
O=C(Nc1cccc(S(=O)(=O)C(F)F)c1)c1ccc(Cl)c(S(=O)(=O)N2CCOCC2)c1,-10,5,10,0.9,1.1,-2,3.8,1,2,9
CCOC(=O)c1cc(C)n(-n2cnnc2)c1C,2,-8,6,0.9,1,-4,-0.7,1,0,-7
CC1CCN(c2c(NCC3CCC(C(=O)N4CCCCC4)CC3)c(=O)c2=O)CC1 (stereo not given),-2,2,-7,1.1,1,-5,-1.2,1.1,-9,-2

Bioassay records from PubChem BioAssay.
